Screens: PubChem BioAssay, several laboratories
DAX1 inh-1 – DAX1 (NR0B1) inhibitors, primary screen, cell-based, HEK293, Gal4-DAX1, luciferase luminescence | Nuclear receptor subfamily 0 group B member 1 (Homo sapiens), P51843 | HEK293 Gal4-DAX1 luciferase reporter | inhibition, % at 6.75 µM | hit rate 0.99% among 340,000 | AID 504766, 2011;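 active means inhibition above the mean over all tested compounds plus 3 SD, cut at about 4.2% in these data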;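 further: 0% = DAX1-transfected cells with DMSO and 100% = empty-vector control cells with DMSO; inhibition shows as a rise in luminescence from relieved DAX1 repression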
HGIII-sPLA2 inh – human group III sPLA2 inhibitors, primary screen, biochemical, QFRET, BODIPY PC-A2 liposome substrate; Group 3 secretory phospholipase A2 (Homo sapiens), Q9NZ20; QFRET BODIPY PC-A2 liposome hydrolysis, fluorescence; inhibition, % at 12.2 µM; hit rate 0.56% among 370,000;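 active means inhibition above mean plus 3 SD of compounds lying within the high and low control bounds, cut at about 19% in these data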;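 further: 0% = median of test compound wells and 100% = no enzyme DMSO wells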
DAX1 inh-2 – DAX1 (NR0B1) inhibitors on StAR promoter, primary screen, cell-based, luminescence, SF-1 (NR5A1), full-length DAX-1 | HEK293T StAR-luciferase reporter, SF-1/DAX-1 repression relief | inhibition, % at 6.8 µM | hit rate 1.1% among 370,000 | AID 652010, 2013;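 active means inhibition above the mean over all tested compounds plus 3 SD, cut at about 3.6% in these data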;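 further: 0% = DAX-1 cells with DMSO and 100% = cells lacking DAX-1 with DMSO; higher inhibition means more luminescence from relief of DAX-1 repression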
SMARCA2 act – SMARCA2 (BRM) function activators, primary screen, cell-based, luminescence, high throughput. AID 652017, 2013. activation, % at 9.1 µM. hit rate 1% among 370,000. MG213 cells, MMTV-luciferase reporter, dexamethasone, overnight; in the data active means activation above about 7.8%;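 further: 0% = vehicle wells and 100% = reference activator wells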
FXN GAA850 act – FXN promoter activators, primary screen, cell-based, luciferase luminescence, HEK293 lucGAA850; activation, % at 6 µM; AID 540364, 2011; HEK293 lucGAA850 FXN promoter luciferase reporter, 24 h; percent of 10 µM SAHA response; hit rate 0.56% among 360,000;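 active means activation above the average of all compounds screened plus 3 SD, cutoff fixed separately per campaign, cut at about 7.5% in these data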;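 further: 0% = DMSO wells and 100% = 10 µM SAHA wells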
hgDAF-12 ag – H. glycines DAF-12 receptor agonists, primary screen, cell-based, luminescence, HEK293, GAL4 fusion, UAS-luciferase. Nuclear hormone receptor DAF-12 (Heterodera glycines), GAL4 fusion. HEK293 GAL4-hgDAF12 UAS-luciferase reporter, agonist luminescence; normalized to butyrate control. activation, % at 6.8 µM. hit rate 1.8% among 370,000;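 active means activation above a cutoff set at the mean of all screened compounds plus 3 SD, cut at about 10% in these data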;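 further: 0% = DMSO wells and 100% = sodium butyrate wells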
ssDAF-12 act – S. stercoralis DAF-12 nuclear receptor activators, primary screen, cell-based, luminescence, HEK293, GRIP1 co-expression, lit1-tk-luc; hit rate 1% among 370,000; HEK293 ssDAF-12/GRIP1 lit1-tk-luc reporter; % of 3 µM dafachronic acid response; activation, % at 6.8 µM;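 active means activation above the mean over all tested compounds plus 3 SD, cut at about 0.9% in these data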;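 further: 0% = DMSO-only wells and 100% = 3 µM delta7-dafachronic acid wells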
hcDAF-12 act – H. contortus DAF-12 nuclear receptor activators, primary screen, cell-based, luminescence, HEK293, lit1-tk-luc reporter | activation, % at 6.8 µM | hit rate 1.4% among 370,000 | AID 652067, 2013 | HEK293 hcDAF-12 lit1-tk-luc reporter; 0% DMSO, 100% Δ7-dafachronic acid;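 active means activation above the mean of all tested compounds plus 3 SD, cut at about 5.5% in these data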;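 further: 100% = response to 3 µM Δ7-dafachronic acid high control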
ADAM10 inh – human ADAM10 inhibitors, primary screen, biochemical, QFRET, HTS; Disintegrin and metalloproteinase domain-containing protein 10 (Homo sapiens), O14672; hit rate 0.62% among 370,000; recombinant ADAM10, EDANS/DABCYL FRET peptide cleavage, 3 h; inhibition, % at 7 µM;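 active means inhibition above a per-campaign cutoff equal to the mean of compounds falling between control-based bounds plus 3 SD, cut at about 20% in these data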;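 further: 0% = DMSO wells while the 100% control is not disclosed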
NPR2 activator – human GC-B receptor activators, primary screen, HEK293 GC-B cells, cGMP TR-FRET, EC30 CNP. AID 1920062, 2024. hit rate 0.11% among 370,000. activation, % at 10 µM. 0% at EC30 CNP, 100% saturating CNP;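 active means activation at 10 µM reaching about 35% in either raw or pattern-adjusted values, limit read from the data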
Target sequence (P20594 whole entry, looked up): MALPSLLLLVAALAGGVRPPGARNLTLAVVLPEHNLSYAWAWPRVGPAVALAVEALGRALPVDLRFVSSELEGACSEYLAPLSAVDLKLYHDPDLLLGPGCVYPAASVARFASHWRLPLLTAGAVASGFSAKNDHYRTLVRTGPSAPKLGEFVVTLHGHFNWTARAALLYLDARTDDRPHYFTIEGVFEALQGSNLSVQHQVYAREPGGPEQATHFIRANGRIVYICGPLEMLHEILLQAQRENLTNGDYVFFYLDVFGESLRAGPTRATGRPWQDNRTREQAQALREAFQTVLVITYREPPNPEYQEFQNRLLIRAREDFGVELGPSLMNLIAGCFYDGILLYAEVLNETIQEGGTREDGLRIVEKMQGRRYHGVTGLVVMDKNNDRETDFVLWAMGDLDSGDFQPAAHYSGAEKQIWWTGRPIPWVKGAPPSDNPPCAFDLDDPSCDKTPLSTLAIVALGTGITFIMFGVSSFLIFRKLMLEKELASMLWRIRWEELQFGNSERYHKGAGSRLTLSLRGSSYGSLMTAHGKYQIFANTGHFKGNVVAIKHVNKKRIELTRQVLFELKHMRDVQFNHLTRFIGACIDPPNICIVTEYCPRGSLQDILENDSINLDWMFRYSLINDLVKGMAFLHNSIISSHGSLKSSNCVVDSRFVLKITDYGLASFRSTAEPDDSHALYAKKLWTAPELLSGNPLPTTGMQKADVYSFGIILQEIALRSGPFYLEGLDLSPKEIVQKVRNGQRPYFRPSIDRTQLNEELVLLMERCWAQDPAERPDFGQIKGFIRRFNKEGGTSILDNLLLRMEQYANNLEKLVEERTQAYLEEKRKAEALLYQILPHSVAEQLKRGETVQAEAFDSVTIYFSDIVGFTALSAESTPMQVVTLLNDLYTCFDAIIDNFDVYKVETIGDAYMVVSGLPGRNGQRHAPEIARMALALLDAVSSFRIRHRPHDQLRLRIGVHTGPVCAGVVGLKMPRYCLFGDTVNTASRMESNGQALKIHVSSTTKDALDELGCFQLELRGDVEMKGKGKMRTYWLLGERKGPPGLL
NPR1 activator – GC-A stimulated cGMP production enhancers – HEK293 GC-A cells, cGMP TR-FRET, EC30 ANP, primary screen; 0% at EC30 ANP, 100% saturating ANP; hit rate 0.14% among 370,000; Atrial natriuretic peptide receptor 1 (Homo sapiens), P16066; activation, % at 10 µM; in the data active means activation above about 40%
* = called active by the depositor; i = inactive; nt = no result given. Hits appear at their usual frequency; any-hit rate near 6.6%.

SMILES	DAX1 inh-1	HGIII-sPLA2 inh	DAX1 inh-2	SMARCA2 act	FXN GAA850 act	hgDAF-12 ag	ssDAF-12 act	hcDAF-12 act	ADAM10 inh	NPR2 activator	NPR1 activator
COC(=O)c1sc2nc3c(c(-c4cccs4)c2c1N)CCCC3	-0.4	4	-0.2	-3	-0.8	-1.1	-1.5	-0.3	-10	4	8
Nc1ccn([C@H]2CC[C@@H](CO)O2)c(=O)n1	-0.4	1	1.1	6	0.8	-2.5	-1.9	-1.4	1	-2	0
COC(=O)CCn1nc(-c2ccc(C)cc2)c2ccccc2c1=O	-1.0	-2	1.7	-3	1.1	-2.5	-2.3	-2.0	-7	2	5
COC(=O)c1ccc(COc2nc(C)cc(C)c2C#N)o1	-0.4	0	1.4	-3	2.7	-1.3	-1.4	-2.4	-8	4	4
COc1cc(C(=O)N/N=C/c2sc(=O)n(-c3ccccc3)c2Cl)cc(OC)c1OC	1.6	-9	-2.0	-3	0.0	-2.4	-1.8	0.7	-11	6	0
COc1ccccc1/C=N/N(C(C)=O)c1nc(-c2ccc(F)cc2)cs1	2.7	0	1.2	0	0.7	8.8	1.2*	7.2*	-1	5	-2
Cc1nc(C)c(C(=O)N(c2ccc(C)c(C)c2)C(C(=O)NCc2ccco2)c2ccccc2)s1 (centres undefined)	-0.4	0	0.2	-1	-0.7	-1.5	-1.7	-1.7	-2	0	-3
Cc1cccc(C)c1NC(=O)C1c2ccccc2OCC(=O)N1Cc1ccco1 (centres undefined)	nt	5	-0.7	-3	nt	-0.2	-0.3	1.7	0	-1	-1
CC(NC(=O)c1ccco1)C(=O)N1CC=C(c2ccccc2)CC1 (centres undefined)	1.4	10	-0.7	0	0.2	4.5	-0.9	-1.8	1	-3	0
CCCCC(CC(O)COCCC)c1n[nH]c(=S)n1-c1ccccc1 (centres undefined)	-0.3	10	-0.5	-3	1.7	0.7	-1.4	-1.6	0	-2	-3
C[C@@H]1OC(C2CCCCC2)N(C)[C@H]2C[C@H]3c4cc(N5CCOCC5)ccc4CCN3C[C@@H]12 (some centres undefined)	nt	4	1.1	-2	nt	4.2	-1.8	0.6	-6	3	4
Nc1ncnc(N2CCOCC2)n1	0.1	-3	0.1	6	0.5	7.0	-1.4	1.0	-16	-2	-1
COc1ccc(C(=O)c2ccccc2)cc1	1.8	4	0.8	-4	4.4	-0.3	16*	2.5	4	1	4
S=C(NCc1ccc2c(c1)OCO2)NC1CCN(Cc2ccccc2)CC1	-0.8	-8	-0.6	-4	-1.6	-3.2	-1.2	-1.1	1	-3	-4
O=C(CSc1nnc(-c2cccnc2)o1)OC1CCCCC1	1.4	-2	0.3	1	0.6	1.2	-1.0	0.1	-7	-6	14
O=C(Nc1cccnc1)c1cc(F)c(F)cc1Cl	0.8	3	-0.8	-3	1.5	-2.5	-2.2	0.7	-8	-3	-2
COc1ccc(NC(=O)C(c2ccc(OC)cc2)n2c(=O)c(-c3ccco3)nc3ccccc32)cc1 (centres undefined)	nt	3	0.4	5	nt	1.5	-0.6	2.4	-18	2	1
O=C1CCCN1S(=O)(=O)c1ccc(F)cc1	3.4	6	-0.2	-1	0.8	0.4	-0.6	-1.3	-4	4	-1
COc1ccccc1CCC(=O)Nc1ncc(C)s1	1.8	0	-0.3	1	2.8	6.2	-1.2	-0.1	-3	0	0
Cc1ccccc1CNC(=O)CCc1ccccc1	nt	0	0.3	0	2.1	4.9	-1.1	0.5	1	7	-2
CS(=O)(=O)Nc1ccc(C2=NN(S(=O)(=O)c3ccccc3)C(c3cccs3)C2)cc1 (centres undefined)	0.7	-26	0.2	-3	1.6	2.2	-1.1	0.9	11	-11	-10
CC1CCN(c2ccc(C(=O)OCC(=O)NCCN3C(=O)CSC3=O)cc2[N+](=O)[O-])CC1	1.3	-28	-0.6	-2	-1.2	6.4	-1.9	-0.3	7	-4	-3
Cn1ccsc1=NC(=O)c1ccc(=O)[nH]c1	0.6	4	-0.4	-1	0.5	2.0	-1.1	-1.5	4	-2	5
COc1cccc(C2=CC(=O)CCC2)c1	0.7	1	-0.1	3	1.9	1.3	-0.8	-1.6	-31	1	4
COc1cc(CC(=O)OCC(=O)NC2CCCCCC2)cc(OC)c1OC	1.5	0	-0.3	-2	-0.5	-0.4	-1.0	1.1	-2	1	-1
SMILES	DAX1 inh-1	HGIII-sPLA2 inh	DAX1 inh-2	SMARCA2 act	FXN GAA850 act	hgDAF-12 ag	ssDAF-12 act	hcDAF-12 act	ADAM10 inh	NPR2 activator	NPR1 activator
Cc1ccc(/C=N/NC(=O)c2ccc(-c3ccccc3)cc2)o1	0.2	-10	-0.4	-2	0.3	0.8	-0.4	-2.0	-9	-2	4
c1ccc(CSc2nnc(-c3sccc3-n3cccc3)o2)cc1	-0.3	-4	-0.8	3	1.7	-1.7	-1.1	-0.9	2	-4	-1
Cc1nn(C)cc1CN1CCCC(C(=O)c2ccc(-c3ccccc3)cc2)C1 (centres undefined)	-1.6	-15	-1.0	-3	-0.6	-1.0	-1.6	-2.2	0	-7	-6
O=c1[nH]c(-c2ccccc2)c(-c2ccccc2)[nH]1	-0.8	8	-0.3	-3	0.9	-0.5	-0.7	-0.7	i	3	6
CCOC(=O)N1CCC(NC(=O)CS(=O)Cc2nc(-c3ccccc3C)oc2C)CC1 (centres undefined)	0.1	-2	-1.8	-1	1.1	-1.7	-1.3	-2.0	-2	2	0
O=C(Nc1ccccc1N1CCOCC1)C1CCCCN1S(=O)(=O)c1ccccc1 (centres undefined)	-1.1	-10	0.0	-2	-1.3	-1.9	-1.7	-0.4	5	5	-1
O=C(Nc1scc(-c2ccccc2)c1C(=O)O)c1ccco1	0.8	-4	-0.4	0	1.8	4.2	-0.6	0.2	1	-1	6
CCN(CC(=O)Nc1c(F)cccc1F)C(=O)c1n[nH]c2ccccc12	0.3	3	0.2	0	-0.1	1.1	-0.2	-1.5	-6	-2	1
CCCc1nc2ccccc2c(=O)n1CC(=O)c1ccccc1	1.6	10	0.0	-2	0.4	-0.1	-0.3	1.0	0	5	-1
CC[C@@]1(c2ccccc2C)C(=O)N(C(=O)OC)N1C(=O)OC	3.2	-7	0.1	-1	-0.9	0.4	-1.0	-1.7	-1	4	-7
O=C(NCc1ccco1)c1scc2c1OCCO2	1.1	-5	-0.6	-3	-2.3	-1.4	-1.2	-1.4	-5	1	3
CCCN1CCCCC(NC(=O)c2ccc3ccccc3c2)C1=O (centres undefined)	nt	-5	1.5	4	nt	2.4	-0.7	-0.8	-2	-3	5
COc1ccc(C)cc1NC(=O)NNC(=O)c1cc2ccccc2cc1O	-0.2	14	0.3	0	0.6	1.2	-0.9	0.5	-5	-2	-1
N#Cc1nc(COc2ccccc2)oc1N1CCN(c2cccc(Cl)c2)CC1	1.3	3	-0.5	-8	-1.4	-0.2	-0.9	-1.0	-2	0	-4
Cc1cc(NC(=O)Cc2cn(C)c3ccccc23)ccc1Oc1cccnc1	nt	-38	-0.6	-3	nt	-1.8	-1.5	-1.8	-6	-1	3
CCOC(=O)C1C(=O)C=C(c2ccccc2)CC1c1ccccc1 (centres undefined)	-0.2	7	-2.0	-4	-0.5	-0.3	-0.8	-1.6	-4	-4	-5
CCN(CC)c1nc(C)c(C(C)=O)cc1C#N	-0.8	0	-1.3	-1	0.3	-1.6	-1.1	-0.9	-3	8	6
Cc1ccc(S(=O)(=O)N2C[C@H]3C(=O)C[C@@H]4C(=O)N(c5ccccc5)C(=O)[C@@H]4[C@@H]3C[C@@H]2c2ccccc2)cc1	nt	-25	0.5	3	nt	-2.3	-1.1	-1.0	11	-3	-1
COC(=O)[C@]12C[C@H](CC(=O)N3CCCCC3)C(=O)N(CCC3=CCCCC3)C1=C[C@H](COCc1ccccc1)O[C@@H]2C	nt	-11	0.1	-4	nt	-0.1	-1.1	-2.9	8	4	0
CCCN(CC(=O)Nc1ccc(F)c(F)c1F)C(=O)c1cc(S(=O)(=O)N(C)C)ccc1N1CCCC1	-1.1	-3	0.8	3	1.4	0.6	-1.1	-2.0	2	-1	0
Cc1cccc(-c2cccc3c4c([nH]c23)[C@@H]2C[C@H](N(C)C(=S)NCCc3ccccc3)[C@H]([C@H](C)O)CN2CC4)c1	nt	2	-0.3	-2	nt	4.6	-1.8	-0.6	-35	-1	6
CCN(CC)S(=O)(=O)c1ccc(OC)c(NC(=O)c2cccc([N+](=O)[O-])c2C)c1	0.2	-2	-0.9	-1	3.2	-0.9	-1.2	-1.7	0	2	-7
O=C(CN1CCN(C(=O)C2CCN(C(=O)/C=C/c3ccccc3)CC2)CC1)Nc1ccccc1Cl	0.8	5	0.3	1	2.9	2.1	-1.0	-0.1	-10	1	-3
CC[C@@]12C(=O)N(c3ccccc3)C(=O)N1[C@H](c1ccc(Br)cc1)[C@@H]1C(=O)N(C(C)(C)C)C(=O)[C@@H]12	-0.4	-29	0.0	-1	15*	0.1	-1.2	-2.1	15	-15	-8
CCC1(C)Cc2c(sc3c2c(=O)n(-c2ccccc2)c(=O)n3C)CO1 (centres undefined)	-0.2	-4	-0.3	-2	-2.2	-2.1	-1.6	-0.7	-1	2	0
O=C(Nc1ccc(-c2csc(Nc3cccc(C(F)(F)F)c3)n2)cc1)c1cccc(C(F)(F)F)c1	0.2	-4	-0.2	2	-0.1	0.6	-0.9	-1.6	9	-1	-3
CCc1cc(=O)[nH]c(SCc2ccc(C)cc2)n1	-0.2	-9	0.3	0	0.1	-0.5	-1.2	0.0	-3	-4	0
Cc1noc(NC(=O)c2ccc(Cl)c(Cl)c2)c1Cl	3.8	-8	-0.5	-2	-0.6	0.0	-1.0	-1.5	-2	3	1
CCCCCCSc1ccc([C@@H]2[C@@H]3C(=O)N(C)C(=O)[C@@H]3[C@]3(C(=O)OC)CCCCN23)cc1OC	2.8	-22	-0.3	1	-1.3	5.3	-1.3	-1.6	-4	-1	-3

With a hit mark in hcDAF-12 act (from the list above):
molecule,DAX1 inh-1,HGIII-sPLA2 inh,DAX1 inh-2,SMARCA2 act,FXN GAA850 act,ssDAF-12 act,hcDAF-12 act,ADAM10 inh,NPR2 activator,NPR1 activator
COc1ccccc1/C=N/N(C(C)=O)c1nc(-c2ccc(F)cc2)cs1,2.7,0,1.2,0,0.7,1.2*,7.2*,-1,5,-2
